# TRb SRC2 PPI = disrupts binding of human TR beta to SRC2. P10828. Potency, µM (doses to about 106 µM), inactives show at the highest dose activity change, negative = inhibition, most hits filed as inhibitors. 280,000 compounds, 0.065% hits. TRbeta-SRC2 peptide binding, fluorescence polarization; receptor liganded with 1 µM T3;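 also: plate controls were bound peptide for no effect and peptide without receptor for full effect; nearly all actives have a fitted effect of over 50% in size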
#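 Quantitative HTS by FP: 0.6 uM TRb LBD, 20 nM labeled SRC2 20-mer, 1 uM T3, 5% DMSO; 5 hr ambient incubation; % activity per concentration and potencies from concentration series.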
# L3MBTL1 block = inhibitors of human L3MBTL1 | Q9Y468 | AlphaScreen L3MBTL1–H3K9me1 peptide binding | Potency, µM (titrated, usually from 57.1 µM), for the others: top-dose activity, negative = inhibition, actives largely listed as inhibitors | 230,000 compounds, 0.66% hits; also: nearly all actives have a fitted effect of over 60% in size
# Target sequence (Q9Y468 whole entry, looked up): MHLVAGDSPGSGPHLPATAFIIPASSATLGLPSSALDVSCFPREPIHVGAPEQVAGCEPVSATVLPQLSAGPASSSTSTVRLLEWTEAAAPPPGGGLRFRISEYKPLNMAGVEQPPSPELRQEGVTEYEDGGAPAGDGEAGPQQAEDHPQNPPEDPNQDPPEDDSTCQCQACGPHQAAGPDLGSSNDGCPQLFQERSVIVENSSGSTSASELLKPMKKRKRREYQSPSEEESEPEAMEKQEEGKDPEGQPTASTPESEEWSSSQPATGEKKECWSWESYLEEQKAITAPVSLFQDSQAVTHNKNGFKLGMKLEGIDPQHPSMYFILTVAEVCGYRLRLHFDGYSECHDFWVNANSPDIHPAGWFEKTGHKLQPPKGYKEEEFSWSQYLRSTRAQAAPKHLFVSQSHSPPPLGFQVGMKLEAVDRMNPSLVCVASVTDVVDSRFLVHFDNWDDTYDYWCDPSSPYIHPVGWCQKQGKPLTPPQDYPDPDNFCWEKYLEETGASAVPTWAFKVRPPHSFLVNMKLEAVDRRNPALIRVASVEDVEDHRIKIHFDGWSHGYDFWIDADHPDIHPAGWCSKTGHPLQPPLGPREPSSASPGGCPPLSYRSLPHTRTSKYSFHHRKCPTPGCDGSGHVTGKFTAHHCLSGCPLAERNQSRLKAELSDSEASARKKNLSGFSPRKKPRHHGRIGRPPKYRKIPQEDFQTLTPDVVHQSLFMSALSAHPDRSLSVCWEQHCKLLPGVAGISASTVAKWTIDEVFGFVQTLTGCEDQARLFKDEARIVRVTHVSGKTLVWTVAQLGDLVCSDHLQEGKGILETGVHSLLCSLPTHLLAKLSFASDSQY
#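 AlphaScreen assay: L3MBTL1 (50 nM final) was preincubated 30 min at room temperature with biotinylated H3(1-15)K9me1 peptide (75 nM final), then 30 min with library compounds; streptavidin donor and nickel chelate acceptor beads (10 ug/mL final) added, 30 min dark.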
# TexasRed fluor = alters Texas Red total fluorescence, flagging assay interference; TRb/SRC2 Texas Red total fluorescence interference; Potency, µM (titrated, usually from 106 µM), inactives show at the top dose fluorescence change, negative = quenching; 280,000 compounds, 0.29% hits; AID 1479; active = well fitted curve in either direction with a large enough effect; inconclusive = small, poorly fitted or top-dose-only effect
#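 Human TRβ ligand-binding domain (0.6 uM) and Texas Red SRC2 peptide (20 nM) in Tris buffer with 1 uM T3 and 5% DMSO were incubated with pinned compound for 5 hr at ambient temperature. Total fluorescence was computed as S + 2P (555/632 nm).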
# RECQ1 inh = blocks DNA unwinding by human RECQ1; 240,000 compounds, 0.54% hits; Potency, µM (titrated, usually from 57.3 µM), inactives show top-dose activity, negative = inhibition, hits mostly inhibitors; RECQ1 DNA unwinding, red fluorescence kinetic read; P46063;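 also: plate controls were vehicle for no effect and no enzyme for full effect; nearly all actives have a fitted effect of over 30% in size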
#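 50 nM RECQ1T1 preincubated 15 min with compound in Tris pH 8.0 buffer with MgCl2, DTT, Tween-20 and 2.5 ug/ml poly(dI-dC); started with 200 nM TAMRA/BHQ-2 forked duplex and 2 mM ATP. Unwinding read as fluorescence (525/598 nm), two reads 2 h apart.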
# Tau fibril ThT = inhibitors of human tau fibril formation, thioflavin T binding. Potency, µM (highest dose often 57.4 µM), for inactives: top-dose activity, negative = inhibition, usual class: inhibitors. recombinant tau K18 P301L, heparin-induced fibrillization, ThT fluorescence. 270,000 compounds, 2.1% hits. P10636; also: nearly all actives have a fitted effect of over 55% in size
# Target sequence (P10636 561-689 P618L limits assumed): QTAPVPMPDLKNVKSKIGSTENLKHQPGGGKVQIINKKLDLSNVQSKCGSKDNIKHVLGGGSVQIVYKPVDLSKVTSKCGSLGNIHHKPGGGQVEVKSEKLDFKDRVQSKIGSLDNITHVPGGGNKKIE
#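 Fibril formation assay: tau K18 P301L at 15 uM with trace Alexa 594 label, heparin inducer 20 uM, pH 7 sodium acetate buffer, 37 C for 6 hr; endpoint ThT signal.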
# KDM4E inh = inhibitors of human JMJD2E histone demethylase; JMJD2E catalytic domain, FDH-coupled NADH fluorescence (FDH is formaldehyde dehydrogenase); B2RXH2; 230,000 compounds, 1.6% hits; Potency, µM (top dose mostly 57.1 µM), for inactives: at the highest dose activity change, negative = inhibition, hits mostly inhibitors; active = well fitted inhibition curve with a large enough effect, not every such curve was filed as active; inconclusive = small, poorly fitted or top-dose-only effect, or another doubt; inactive = no such curve, though single readings can be large or run the other way;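 also: 0% = wells with enzyme and -100% = buffer wells without enzyme; nearly all actives have a fitted effect of over 50% in size; many of its hits are not listed in these tables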
# RGS12 GoLoco inh = RGS12 GoLoco-Gai1 interaction inhibition; P63096; Gai1:RGS12 GoLoco peptide FP, rhodamine, 10 min; Potency, µM (titrated, usually from 61.6 µM), for inactives: at the highest dose activity, negative = inhibition, usual class: inhibitors; 230,000 compounds, 0.44% hits; AID 880; active = well fitted inhibition curve with a large enough effect, not every such curve was filed as active; inactive = no such curve, though single readings can be large or run the other way; also: nearly all actives have a fitted effect of over 30% in size; many of its hits are not listed in these tables
# Tau FP inhib = tau fibrillization inhibition (FP). P10636. K18 P301L tau heparin fibrillization, Alexa594 FP, 6 h. Potency, µM (titrated, usually from 57.7 µM), without a hit: at the top dose activity, negative = inhibition, most hits filed as inhibitors. 280,000 compounds, 0.39% hits. AID 1468; also: nearly all actives have a fitted effect of over 55% in size
#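 Read-out: fluorescence polarization of Alexa 594-labeled tau (0.24 uM), 555 nm excitation, 632 nm emission. Mixtures held 15 uM unlabeled K18 P301L, compound and 20 uM heparin, pH 7 acetate buffer, incubated 6 hr at 37 C.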
# Active calls of the source: *; i = inactive; ? = inconclusive; . = no result given; & = joins results of further samples; [ ] = remark or other dose. Unless noted, calls follow the shape of the dose curve; as a rule, active = well fitted curve in the direction sought with a large enough effect; inconclusive = small, poorly fitted or top-dose-only effect, or another doubt; inactive = no such curve, though single readings can be large; an effect the other way counts as inactive or inconclusive. Unless noted, % is scaled to controls: 0 for no effect and ±100 for the full control effect; potency is read from the fitted curve at half-maximal effect. Some of the compounds tested. The share of hits here may be higher or lower than overall.
mol | TRb SRC2 PPI | L3MBTL1 block | TexasRed fluor | RECQ1 inh | Tau fibril ThT | KDM4E inh | RGS12 GoLoco inh | Tau FP inhib
Cn1c(=O)[nH]c(=O)c2c1nc(Br)n2CCSc1ncccn1 | 0% | 16% | -5% | -11% | -4% | -21% | 6% | ?
O=C(COC(=O)C1c2ccccc2Oc2ccccc21)NC1CCS(=O)(=O)C1 (centres undefined) | 0% | 18% | -1% | i | -5% | -1% | 6% | -3%
S=c1nc(-c2ccccc2)[nH]n1-c1ccccc1 | -3% | -1% | -1% | -11% | -13% | ? | -3% | 1%
COCC(=O)N1CCCC(C(=O)c2ccc(-c3ccccc3)c(F)c2)C1 (centres undefined) | -7% | 3% | -2% | i | -5% | 0% | 9% | 1%
COc1ccc(N(C(=O)Nc2ccc(Cl)cc2)C2=NCCC2)cc1 | -4% | . | 1% | 7% | -7% | 3% | 10% | -12%
CCSc1ncc(Cl)c(C(=O)Nc2c(C(=O)Nc3cccc(C)c3)oc3ccccc23)n1 | 0% | . | 7% | . | 4% | . | . | -9%
O=C(O)c1ccn2c(C(=O)c3ccc(Cl)cc3)c(-c3ccccc3)cc2c1 | 5% | -23% | -1% | -16% | ? | -3% | 0% | 4%
CCOC(=O)c1c(S(=O)(=O)NCC(=O)N2CCN(c3ccccc3)CC2)c(C)n(C)c1C | 1% | . | 2% | . | 4% | . | . | 5%
COc1ccc(N2CCN(S(=O)(=O)c3cccs3)CC2)cc1 | 3% | -4% | 2% | i | -23% | -1% | -12% | 5%
CS(=O)(=O)N1CCN(c2ccc(NC(=O)CSc3nnc(-c4ccco4)o3)cc2)CC1 | -5% | . | 2% | i | ? | 9% | 5% | -6%
COc1ccc(CC(=O)NNC(=S)Nc2ccccc2)cc1Cl | -2% | . | 2% | 5% | -5% | 3% | -30% | 3%
CCNCc1cc2cc(C)ccc2[nH]c1=O | 7% | . | -1% | 18% | ? | ? | 3% | -3%
CC(/C=N/NC(=O)Cn1nnc(N)n1)=C\c1ccc(C(C)C)cc1 | 3% | -7% | 4% | -1% | -13% | -4% | -2% | 1%
Cc1ccc(S(=O)(=O)Nn2c(C)nnc2-n2nc(C)cc2C)cc1 | 4% | -1% | 1% | -7% | -2% | -5% | 5% | 0%
COC(=O)/C=C1\S/C(=N/N=C/c2ccc(Cl)cc2)NC1=O | 4% | . | -4% | ? | . | 0% | 3% | 5%
Fc1ccc(Cn2nnnc2CN2CCN(C3CCCC3)CC2)cc1 | -12% | . | 0% | i | -3% | 4% | 6% | 1%
COc1ccccc1-c1c(C)nn2c(N3CCN(c4ccc(F)cc4)CC3)cc(C)nc12 | 4% | . | 3% | . | -14% | . | . | ?
Cc1ccc2[nH]c(=O)c(CN(C(=O)c3cccc([N+](=O)[O-])c3)C(C)C)cc2c1 | -3% | -7% | -6% | -2% | -10% | -9% | 2% | -16%
CCOC(=O)C(NC(=O)c1ccccc1)=C1CCCCC1 | 1% | 2% | -4% | -2% | -17% | 9% | 3% | -4%
CCCc1cc(C(=O)Nc2sc(C)c(CC)c2C#N)no1 | -7% | 12% | 1% | i | -13% | 1% | -14% | -11%
Cc1cc(C)nc(NC(=O)/C=C/c2ccccc2Cl)c1 | -13% | 4% | 0% | -1% | -8% | -13% | 4% | -19%
CC(=O)N1CCN(C(=S)Nc2ccc(Oc3ccccc3)cc2)CC1 | -5% | 7% | -6% | 0% | -7% | -2% | 6% | 1%
CC(C)(C)c1cc(NC(=O)COC(=O)c2ccc3c(=O)n4c(nc3c2)CCC4)n(-c2ccccc2)n1 | -11% | . | -1% | 2% | -13% | -10% | -1% | -4%
O=C(NC1CCCCCC1)c1cc(S(=O)(=O)N2CCOCC2)ccc1N1CCCCC1 | 2% | -1% | -9% | i | -17% | -4% | 7% | 6%
Cc1nn(CCOc2ccccc2)c(=O)n1-c1ccccc1 | 2% | -5% | 0% | -5% | 0% | 2% | 0% | 1%
O=C(CN(c1ccc(F)cc1)S(=O)(=O)c1ccccc1)NCCSC1CCCCC1 | 5% | 3% | -7% | -14% | -14% | -3% | 1% | 4%
N#CC1(C#N)C(c2ccccc2)OC23CCCCCC2C1(C#N)C(=N)O3 (centres undefined) | 2% | -4% | -6% | -3% | ? | 13% | -14% | -8%
CCOc1ccc(-n2c(=O)c3c(C)c(C(=O)N(C)C)sc3n(Cc3cc(C)ccc3C)c2=O)cc1 | 1% | . | -23% | . | -3% | . | . | 1%
CN(C)N=Nc1ccc2nc[nH]c2c1 | 5% | -8% | -2% | 3% | 4.5µM* | ? | 0% | 8.9µM*
COc1ccc(OC)c(NC(=O)CSc2c3c(nc4ccccc24)CCCC3)c1 | 7% | . | 1% | . | ? | . | . | 5%

# Compound profiles, as listed above.
# COCC(=O)N1CCCC(C(=O)c2ccc(-c3ccccc3)c(F)c2)C1 (centres undefined) reads TRb SRC2 PPI: -7%; L3MBTL1 block: 3%; TexasRed fluor: -2%; RECQ1 inh: i; Tau fibril ThT: -5%; KDM4E inh: 0%; RGS12 GoLoco inh: 9%; Tau FP inhib: 1%
# CCOC(=O)C(NC(=O)c1ccccc1)=C1CCCCC1 reads TRb SRC2 PPI: 1%; L3MBTL1 block: 2%; TexasRed fluor: -4%; RECQ1 inh: -2%; Tau fibril ThT: -17%; KDM4E inh: 9%; RGS12 GoLoco inh: 3%; Tau FP inhib: -4%

# Further compounds:
mol | TRb SRC2 PPI | L3MBTL1 block | TexasRed fluor | RECQ1 inh | Tau fibril ThT | KDM4E inh | RGS12 GoLoco inh | Tau FP inhib
CC1=C/C(=N\OC(=O)/C=C/c2ccccc2)C(C)=CC1=O | -1% | 5% | 2% | i | ? | 4% | 7% | -8%
Cc1cc(NS(=O)(=O)c2ccc(OCCNS(C)(=O)=O)cc2)no1 | -11% | . | -3% | -3% | -3% | 5% | 5% | 7%
CCOC(=O)N1CCN(Cc2cn[nH]c2-c2cccc3ccccc23)CC1 | 3% | 0% | -5% | -6% | -8% | 6% | 3% | 4%
COC(=O)c1ccc(COc2cccc3c2CCN(Cc2ccccc2)C3=O)o1 | -16% | -1% | 3% | i | -16% | 13% | 5% | 1%
CC(C)Cn1c(N)c(C(=O)NCc2cccs2)c2nc3ccccc3nc21 | -18% | 81%[activator] | -1% | ? | ? | ? | 66%[activator] | ?
CC1CCC(C(C)C)C(OP(=O)(c2ccc(N(C)C)cc2)C(O)c2cccnc2)C1 (centres undefined) | 3% | -8% | -1% | -3% | -6% | 5% | 7% | 8%
CN(C)CCCNc1c(C(=O)O)cnc2c1cnn2C | 7% | 1% | -2% | -5% | 5% | -4% | -2% | -1%
C#CCOCCOCCOCCNc1nc(N2CCN(C(=O)[C@H](CCC(=O)O)n3cc(C(N)CO)nn3)CC2)nc(N2CCN(C(=O)[C@H](CCC(=O)O)n3cc(C(N)[C@H](C)CC)nn3)CC2)n1 (some centres undefined) | 2% | -17% | -3% | -15% | -6% | 0% | 0% | 2%
Cc1cccc(N2CCn3c2nc2c3c(=O)n(C/C=C/c3ccccc3)c(=O)n2C)c1 | 4% | . | 8% | . | -1% | . | . | -3%
O=C(CN(C(=O)c1cc2c(s1)CCC2)C1CCCC1)NCc1cccs1 | -3% | 0% | 0% | -11% | -9% | 5% | 2% | 2%
C/C(=N\NC(=O)c1cc(-c2cccnc2)nc2ccccc12)c1ccccc1O | -19%[53 µM] | 66%[activator] | 3.2µM*[quencher] | -3% | 3% | -1% | 43%[activator] | 4%
O=C(NCc1ccco1)c1ccc(N2CCOCC2)c([N+](=O)[O-])c1 | -5% | 0% | 4% | i | -5% | 7% | 14% | 0%
Cc1ccc2c(NC(=O)C3CC3)c(C)ccc2n1 | -3% | 2% | -6% | -4% | -9% | -7% | 2% | 0%
CCOCN(C(=O)Cn1c(COC)nc2ccccc21)c1c(C)cccc1CC | 2%&-2% | . | -2%&2% | 2% | 0%&-9% | -5% | 8% | 1%&6%
CCCC(=O)NCCc1ccc(S(N)(=O)=O)cc1 | -19% | . | 0% | i | -1% | 10% | 6% | -1%
COc1ccc(C2c3c4c(n(C)c3CCN2C)CCN(C)C4c2ccc(OC)cc2)cc1 (centres undefined) | 2% | . | -5% | -14% | -3% | ? | -2% | -8%

# Quoted from the listing.
# CC1=C/C(=N\OC(=O)/C=C/c2ccccc2)C(C)=CC1=O | TexasRed fluor: 2%
# CCOCN(C(=O)Cn1c(COC)nc2ccccc21)c1c(C)cccc1CC | TexasRed fluor: -2%&2%
# CN(C)CCCNc1c(C(=O)O)cnc2c1cnn2C | RECQ1 inh: -5%
# C#CCOCCOCCOCCNc1nc(N2CCN(C(=O)[C@H](CCC(=O)O)n3cc(C(N)CO)nn3)CC2)nc(N2CCN(C(=O)[C@H](CCC(=O)O)n3cc(C(N)[C@H](C)CC)nn3)CC2)n1 (some centres undefined) | TexasRed fluor: -3%
# Cc1ccc2c(NC(=O)C3CC3)c(C)ccc2n1 | RGS12 GoLoco inh: 2%

# Assay outcomes: PubChem BioAssay, National Center for Advancing Translational Sciences (NCATS)
